Compound activity as filed in PubChem BioAssay.
BioA inh: inhibitors of Mycobacterium tuberculosis BioA enzyme; inhibition, % at 9.99 µM; AID 602481; hit rate 0.096% among 360,000; purified M. tuberculosis BioA enzyme, plate reader; in the data active means inhibition above about 40%
* hit, by the source's call. Only part of the results is shown. The share of hits here may be higher or lower than overall.

SMILES,BioA inh
COc1ccc(NC(=O)Nc2ccc3c(c2)C(=O)N([C@H](C)CO)C[C@H](C)[C@@H](CN(C)C(=O)Nc2ccc4c(c2)OCO4)OCCCC[C@@H](C)O3)cc1,-1.3
C[C@@H]1CN([C@H](C)CO)C(=O)c2cc(NC(=O)c3ccncc3)ccc2O[C@H]1CN(C)Cc1ccc(C(=O)O)cc1,-9.5
CC(=O)N(C)C[C@H]1Oc2ncc(C#Cc3ccccn3)cc2C(=O)N([C@@H](C)CO)C[C@H]1C,-4.9
C[C@@H]1CN([C@H](C)CO)S(=O)(=O)c2ccc(C#Cc3ccc(F)cc3)cc2O[C@H]1CN(C)C(=O)NC1CCCC1,0.1
COc1ccc(NC(=O)N(C)C[C@@H]2Oc3ccc(NC(=O)Cc4cn(C)c5ccccc45)cc3C(=O)N([C@H](C)CO)C[C@@H]2C)cc1,-0.4
COc1ccc([Si](C)(C)[C@H]2[C@H](CCO)O[C@@]3(C(=O)N(Cc4ccccc4)c4ccc(N5CCCCC5=O)cc43)[C@@H]2C)cc1,0.2
C[C@H]1CN([C@@H](C)CO)C(=O)Cc2cc(NS(C)(=O)=O)ccc2O[C@@H]1CN(C)S(=O)(=O)c1ccc(Cl)cc1,0.0
C[C@@H]1CN([C@H](C)CO)C(=O)c2cccc(N(C)C)c2O[C@H]1CN(C)S(=O)(=O)c1ccccc1,-3.1
CO[C@@H]1CN(C)C(=O)c2cc(NC(=O)C3CC3)ccc2OC[C@H](C)N(CC2CCOCC2)C[C@@H]1C,1.6
COc1ccc(CN(C)C[C@H]2Oc3ccc(NC(=O)NC4CCCCC4)cc3CC(=O)N([C@@H](C)CO)C[C@H]2C)cc1,0.6
O=C(C[C@H]1CC[C@H]2[C@@H](COC[C@H](O)CN2C(=O)c2ccccc2)O1)N1CCOCC1,-2.2
C[C@@H]1CCCCO[C@@H](CN(C)Cc2ccc3c(c2)OCO3)[C@H](C)CN([C@@H](C)CO)C(=O)c2cc(NS(C)(=O)=O)ccc2O1,-0.1
COc1ccc(CN(C)C[C@@H]2OCCCC[C@H](C)Oc3ccc(NC(=O)Nc4ccc5c(c4)OCO5)cc3C(=O)N([C@@H](C)CO)C[C@H]2C)cc1,0.6
C[C@@H]1CN([C@@H](C)CO)C(=O)c2cccc(NC(=O)Nc3cccc4ccccc34)c2O[C@H]1CN(C)C(=O)Nc1ccc2c(c1)OCO2,0.4
CCCNC(=O)N(C)C[C@H]1Oc2cc(C#C[C@H](C)O)ccc2S(=O)(=O)N([C@H](C)CO)C[C@H]1C,-1.3
N#C[C@@H]1[C@@H](c2ccc(C3=CCCCC3)cc2)[C@H](CO)N1C(=O)C1CCOCC1,-5.1
CC=Cc1ccc2n(c1=O)C[C@H]1[C@H](CO)[C@@H](C(=O)NCc3ccccn3)[C@@H]2N1CCC (mixture of isomers),1.2
COc1cccc(-c2ccc3c(c2)O[C@@H](CN(C)C(=O)C2CCC2)[C@H](C)CN([C@@H](C)CO)S3(=O)=O)c1,-2.0
C[C@H](CO)N1C[C@H](C)[C@@H](CN(C)C(=O)Cc2cccnc2)Oc2cc(-c3cncnc3)ccc2S1(=O)=O,-0.7
C[C@@H]1CCCCO[C@@H](CN(C)C(=O)Nc2ccc(F)cc2)[C@H](C)CN([C@@H](C)CO)C(=O)c2cc(NS(=O)(=O)c3cccs3)ccc2O1,-0.9
C[C@@H]1CN([C@H](C)CO)C(=O)Cc2cc(NC(=O)Nc3cccc4ccccc34)ccc2O[C@@H]1CN(C)Cc1ccncc1,1.3
CO[C@@H]1CN(C)C(=O)c2cc(NC(=O)Nc3ccccc3F)ccc2OC[C@@H](C)NC[C@@H]1C,-1.8
C[C@@H]1CN([C@@H](C)CO)C(=O)c2cc(/C=C/c3ccccc3)cnc2O[C@@H]1CN(C)C(=O)c1ccc2c(c1)OCO2,1.5
C[C@@H](NC(=O)C[C@@H]1CC[C@H](NC(=O)Nc2ccc3c(c2)OCO3)[C@@H](CO)O1)c1ccccc1,3.6
CN1CCN(C(=O)C[C@@H]2CC[C@H](NS(=O)(=O)c3cccc(F)c3)[C@H](CO)O2)CC1,-4.3

The list goes on (six carried over from the part before).
SMILES,BioA inh
C[C@@H]1CCCCO[C@@H](CN(C)C(=O)Nc2ccc(F)cc2)[C@H](C)CN([C@@H](C)CO)C(=O)c2cc(NS(=O)(=O)c3cccs3)ccc2O1,-0.9
C[C@@H]1CN([C@H](C)CO)C(=O)Cc2cc(NC(=O)Nc3cccc4ccccc34)ccc2O[C@@H]1CN(C)Cc1ccncc1,1.3
CO[C@@H]1CN(C)C(=O)c2cc(NC(=O)Nc3ccccc3F)ccc2OC[C@@H](C)NC[C@@H]1C,-1.8
C[C@@H]1CN([C@@H](C)CO)C(=O)c2cc(/C=C/c3ccccc3)cnc2O[C@@H]1CN(C)C(=O)c1ccc2c(c1)OCO2,1.5
C[C@@H](NC(=O)C[C@@H]1CC[C@H](NC(=O)Nc2ccc3c(c2)OCO3)[C@@H](CO)O1)c1ccccc1,3.6
CN1CCN(C(=O)C[C@@H]2CC[C@H](NS(=O)(=O)c3cccc(F)c3)[C@H](CO)O2)CC1,-4.3
Cc1ccc(S(=O)(=O)Nc2ccc3c(c2)C(=O)N([C@@H](C)CO)C[C@H](C)[C@@H](CN(C)S(C)(=O)=O)O3)cc1,-2.7
C[C@H](CO)N1C[C@H](C)[C@H](CN(C)S(C)(=O)=O)Oc2ccc(NS(=O)(=O)c3ccccc3)cc2C1=O,-1.1
Cc1ccc(S(=O)(=O)N2CC[C@@H]3[C@H](CO)Nc4ccc(Br)cc4[C@@H]32)cc1,4.7
CCOC(=O)[C@@H]1[C@@H]2NC(=S)N(C)[C@@]1(C)Oc1ccccc12,-0.4
CN1[C@H](C(=O)NCc2ccccn2)[C@@H](CO)[C@@H]2Cn3c(ccc(-c4ccc(F)cc4)c3=O)[C@@H]21,0.1
CC(C)NC(=O)Nc1ccc2c(c1)C(=O)N([C@H](C)CO)C[C@H](C)[C@H](CN(C)Cc1ccc(C(=O)O)cc1)OCCCC[C@H](C)O2,4.4
C[C@@H]1CN([C@@H](C)CO)C(=O)c2cc(NS(=O)(=O)c3cn(C)cn3)ccc2O[C@@H]1CN(C)Cc1ccc2c(c1)OCO2,1.0
C[C@H]1CN([C@@H](C)CO)C(=O)Cc2cc(NC(=O)CCCCCC(=O)Nc3ccccc3N)ccc2O[C@@H]1CN(C)C(=O)Nc1ccccc1,4.6
COc1ccc(S(=O)(=O)Nc2cccc3c2O[C@H](CN(C)S(=O)(=O)c2ccc(C)cc2)[C@@H](C)CN([C@@H](C)CO)C3=O)cc1,-3.6
Cc1noc(C)c1S(=O)(=O)Nc1ccc2c(c1)C(=O)N([C@@H](C)CO)C[C@H](C)[C@H](CN(C)C(=O)NC1CCCCC1)OCCCC[C@H](C)O2,-1.1
CC(C)C#Cc1ccc([C@@H]2[C@@H](CO)N3CCCCN(S(=O)(=O)Cc4ccccc4)C[C@H]23)cc1,9.2
CN(C)C(=O)C[C@H]1CC[C@@H]2[C@@H](COc3ccc(NC(=O)c4cnccn4)cc3C(=O)N2C)O1,16.6
C[C@H]1CN([C@@H](C)CO)C(=O)c2cc(C#Cc3ccccc3F)cnc2O[C@@H]1CN(C)C(=O)C1CC1,1.5
O=C(N[C@H]1CC[C@@H](CCn2cc(C3(O)CCCC3)nn2)O[C@H]1CO)C1CC1,-1.8
CO[C@@H]1CN(C)C(=O)c2cc(NC(=O)c3nc4ccccc4s3)ccc2OC[C@@H](C)N(Cc2cccnc2)C[C@@H]1C,3.6
C[C@@H]1CN([C@@H](C)CO)C(=O)c2cccc(NS(=O)(=O)c3cccs3)c2O[C@H]1CN(C)C(=O)Nc1ccc(C(F)(F)F)cc1,0.5
C[C@H](CO)N1C[C@H](C)[C@H](CN(C)Cc2cccc(C(F)(F)F)c2)Oc2ncc(Br)cc2C1=O,-0.8
C[C@@H]1CCCCO[C@@H](CN(C)CC2CCCCC2)[C@@H](C)CN([C@H](C)CO)C(=O)c2cc(NC(=O)c3ccncc3)ccc2O1,2.5
C[C@H]1CN([C@@H](C)CO)S(=O)(=O)c2ccc(-c3cccnc3)cc2O[C@H]1CN(C)Cc1cncnc1,2.5
C[C@H](CO)N1C[C@H](C)[C@H](CN(C)Cc2ccc3c(c2)OCO3)Oc2ccc(NC(=O)CCC(F)(F)F)cc2C1=O,0.0
CN1CCN(C(=O)C[C@@H]2C[C@@H]3c4cc(NC(=O)CC5CC5)ccc4O[C@@H]3[C@@H](CO)O2)CC1,-2.5
C[C@@H]1CCCCO[C@@H](CN(C)Cc2ccc(C(F)(F)F)cc2)[C@H](C)CN([C@@H](C)CO)C(=O)c2cc(NS(C)(=O)=O)ccc2O1,6.3
O=C(c1ccc2c(c1)OCO2)N1CCCCN2[C@H](C1)[C@H](c1ccc(-c3ccccc3)cc1)[C@@H]2CO,-1.0
CN(C)C(=O)[C@@H]1[C@@H](CO)[C@@H]2Cn3c(ccc(-c4ccccc4)c3=O)[C@H]1N2CC1CCCC1,0.4
CN(C)CCCNC(=O)C[C@H]1CC[C@H]2[C@@H](COC[C@@H](O)CN2CC2CC2)O1,-0.1

Going on with the list.
SMILES,BioA inh
Cc1ccc(-c2cnc3c(c2)C(=O)N([C@H](C)CO)C[C@@H](C)[C@@H](CN(C)C)O3)cc1,-2.8
COCC(=O)NC[C@H]1[C@@H](c2ccccc2)[C@@H](CO)N1C(=O)c1ccccc1,1.3
C[C@@H]1CCCCO[C@@H](CN(C)Cc2ccc(Cl)c(Cl)c2)[C@@H](C)CN([C@@H](C)CO)C(=O)c2cc(NC(=O)Cc3ccccc3)ccc2O1,-2.5
CCNC(=O)C[C@@H]1CC[C@@H]2[C@H](COC[C@@H](O)CN2C(=O)Nc2cccc(OC)c2)O1,11.3
CN1C(=O)c2cc(NC(=O)c3ccc(F)c(F)c3)ccc2OC[C@H]2O[C@H](CC(=O)N3CCOCC3)CC[C@@H]21,2.5
COCC(=O)Nc1ccc2c(c1)[C@H]1C[C@H](CC(=O)NCCN3CCCCC3)O[C@H](CO)[C@H]1O2,-2.3
C[C@@H]1CN([C@@H](C)CO)C(=O)c2cccc(NS(=O)(=O)c3cn(C)cn3)c2O[C@@H]1CN(C)Cc1ccc(C(=O)O)cc1,1.8
Cc1cccc(S(=O)(=O)N2CCCCN3[C@H](C2)[C@@H](c2ccc(-c4ccccc4)cc2)[C@@H]3CO)c1,-3.0
COc1ccc(NC(=O)N(C)C[C@H]2Oc3ccc(NS(=O)(=O)c4ccc(Cl)cc4)cc3CC(=O)N([C@H](C)CO)C[C@H]2C)cc1,2.0
CCCNC(=O)C[C@H]1C[C@@H]2c3cc(NC(=O)Nc4ccc(OC)cc4)ccc3O[C@@H]2[C@@H](CO)O1,-0.5
COC(=O)C[C@H]1CC[C@@H]2[C@@H](COc3ccc(NC(=O)Nc4ccccc4C)cc3C(=O)N2C)O1,-4.8
COc1ccc(S(=O)(=O)N(C)C[C@H]2Oc3c(NS(=O)(=O)c4c(C)noc4C)cccc3C(=O)N([C@H](C)CO)C[C@H]2C)cc1,2.8
COc1cccc(NC(=O)N[C@@H]2C=C[C@H](CC(=O)NCc3ccccn3)O[C@H]2CO)c1,-3.6
C[C@@H]1CN([C@@H](C)CO)C(=O)Cc2cc(NC(=O)Cc3ccccc3)ccc2O[C@@H]1CN(C)C(=O)NC1CCCCC1,2.2
CC(=O)N1[C@H](C(=O)NCc2ccccc2Cl)[C@@H](CO)[C@@H]2Cn3c(ccc(-c4cccnc4)c3=O)[C@@H]21,11.0
O=C(C[C@H]1CC[C@H]2[C@@H](COC[C@H](O)CN2Cc2cccc(Cl)c2)O1)NCc1cccc(F)c1,-4.5
CN1C(=O)c2cc(NC(=O)c3ccc(F)c(F)c3)ccc2OC[C@@H]2O[C@@H](CC(=O)N3CCOCC3)CC[C@H]21,26.0
O=C(c1cccnc1)N1CC[C@H]2[C@H](CO)Nc3ccc(-c4ccc(F)cc4)cc3[C@H]21,3.5
CC=Cc1ccc2n(c1=O)C[C@@H]1[C@@H](CO)[C@H](C(=O)NCCC)[C@H]2N1CC1CCOCC1 (mixture of isomers),-2.8
C[C@H]1CN([C@@H](C)CO)S(=O)(=O)c2ccc(C#CC3CC3)cc2O[C@H]1CN(C)C(=O)C1CC1,0.7
CC(C)NC(=O)Nc1ccc2c(c1)CC(=O)N([C@H](C)CO)C[C@H](C)[C@H](CN(C)C(=O)NC(C)C)O2,1.2
C[C@H](CO)N1C[C@H](C)[C@H](CN(C)S(C)(=O)=O)Oc2ccc(NS(=O)(=O)c3ccccc3)cc2CC1=O,3.2
C[C@@H]1CN([C@H](C)CO)S(=O)(=O)c2ccc(C#CC3(O)CCCC3)cc2O[C@H]1CN(C)C(=O)c1ccccc1,1.9
COc1ccc(S(=O)(=O)N(C)C[C@H]2Oc3ccc(NC(=O)CCCN(C)C)cc3C(=O)N([C@H](C)CO)C[C@H]2C)cc1,7.1
CCCC(=O)Nc1ccc2c(c1)C(=O)N(C)C[C@H](OC)[C@@H](C)CN(C(=O)c1ccccc1F)[C@H](C)CO2,0.7

(list continues)
SMILES,BioA inh
CCCN(C)C[C@H]1OCCCC[C@H](C)Oc2ccc(NS(=O)(=O)c3ccc(Cl)cc3)cc2C(=O)N([C@H](C)CO)C[C@H]1C,0.2
Cc1noc(C)c1NC(=O)N(C)C[C@H]1Oc2ccc(NC(=O)CCCCCC(=O)Nc3ccccc3N)cc2CC(=O)N([C@H](C)CO)C[C@H]1C,0.6
C[C@@H]1CN([C@@H](C)CO)C(=O)c2cc(N(C)C)ccc2O[C@H]1CN(C)C,0.4
CO[C@@H](CN(C)C(=O)c1ccccc1F)[C@H](C)CN([C@@H](C)CO)S(=O)(=O)c1ccccc1,0.8

Some values from above.
In BioA inh, `C[C@@H]1CN([C@@H](C)CO)C(=O)c2cc(N(C)C)ccc2O[C@H]1CN(C)C` reads 0.4
In BioA inh, `CCCN(C)C[C@H]1OCCCC[C@H](C)Oc2ccc(NS(=O)(=O)c3ccc(Cl)cc3)cc2C(=O)N([C@H](C)CO)C[C@H]1C` reads 0.2
